TcdB GH inh: inhibitors of Clostridioides difficile toxin B glycohydrolase | P18177 | TcdB glycohydrolase enzymatic assay, plate reader | inhibition, % at 9.99 µM | 0.24% of 350,000 active | AID 652162; in the data active means inhibition above about 10%
BH1578 lux ind: induces V. cholerae light production without autoinducers. V. cholerae BH1578 lux reporter, luminescence, 6 h. activation, % at 18.7 µM. 0.16% of 350,000 active. AID 588436; in the data active means activation mostly above about 9.7%, no sharp cut-off; inconclusive means no clear call, values can overlap the other calls; inactive means mostly below about 3.7%; further: not every result past the cut was called active; inactives centre near 0; reference of the scale not given here
BoNT A protease: blocks Botulinum neurotoxin A light chain protease; 0.17% of 360,000 active; multiplex microsphere protease substrate cleavage, flow cytometry; inhibition, % at 10 µM; further: plate controls were buffer without enzyme for full effect and enzyme alone for no effect
DUSP3 inh: DUSP3 (human) phosphatase inhibition | recombinant VHR phosphatase, pNPP absorbance | inhibition, % at 13.3 µM | 0.52% of 290,000 active | AID 1654; in the data active means inhibition above about 50%; further: some compounds called inactive have numbers as strong as hits
Target sequence (P51452 whole entry, looked up): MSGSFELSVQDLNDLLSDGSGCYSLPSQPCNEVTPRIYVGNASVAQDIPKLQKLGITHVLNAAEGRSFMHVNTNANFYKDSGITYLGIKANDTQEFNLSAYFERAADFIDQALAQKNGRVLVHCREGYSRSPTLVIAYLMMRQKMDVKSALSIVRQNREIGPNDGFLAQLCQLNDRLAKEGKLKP
Yp Topo-I inh: blocks Yersinia pestis topoisomerase I activity. Y. pestis Topo-I cleavage product accumulation, plate reader. activity, % at 10 µM. 0.064% of 360,000 active; in the data active means activity above about 50%, passing the limit was not always enough; inconclusive means no clear call, values can overlap the other calls; further: inactives centre near 2
PfHsp40 rescue: compounds rescuing yeast from Plasmodium falciparum HSP40 toxicity; 0.68% of 340,000 active; S. cerevisiae expressing PfHsp40, growth rescue, ATP luminescence; growth rescue, % at 12.5 µM; in the data active means growth rescue above about 28%, passing the limit was not always enough; inconclusive means no clear call, values can overlap the other calls;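 further: yeast W303a lacking pdr1 and pdr3 grown in galactose medium; growth measured after three days at 30 °C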
Anthrax LF inh2: blocks Bacillus anthracis lethal factor protease; P15917; multiplex microsphere protease cleavage assay, LF; inhibition, % at 10 µM; 0.12% of 360,000 active; AID 588501; further: plate controls were buffer without enzyme for full effect and enzyme alone for no effect
Target sequence (P15917 whole entry, looked up): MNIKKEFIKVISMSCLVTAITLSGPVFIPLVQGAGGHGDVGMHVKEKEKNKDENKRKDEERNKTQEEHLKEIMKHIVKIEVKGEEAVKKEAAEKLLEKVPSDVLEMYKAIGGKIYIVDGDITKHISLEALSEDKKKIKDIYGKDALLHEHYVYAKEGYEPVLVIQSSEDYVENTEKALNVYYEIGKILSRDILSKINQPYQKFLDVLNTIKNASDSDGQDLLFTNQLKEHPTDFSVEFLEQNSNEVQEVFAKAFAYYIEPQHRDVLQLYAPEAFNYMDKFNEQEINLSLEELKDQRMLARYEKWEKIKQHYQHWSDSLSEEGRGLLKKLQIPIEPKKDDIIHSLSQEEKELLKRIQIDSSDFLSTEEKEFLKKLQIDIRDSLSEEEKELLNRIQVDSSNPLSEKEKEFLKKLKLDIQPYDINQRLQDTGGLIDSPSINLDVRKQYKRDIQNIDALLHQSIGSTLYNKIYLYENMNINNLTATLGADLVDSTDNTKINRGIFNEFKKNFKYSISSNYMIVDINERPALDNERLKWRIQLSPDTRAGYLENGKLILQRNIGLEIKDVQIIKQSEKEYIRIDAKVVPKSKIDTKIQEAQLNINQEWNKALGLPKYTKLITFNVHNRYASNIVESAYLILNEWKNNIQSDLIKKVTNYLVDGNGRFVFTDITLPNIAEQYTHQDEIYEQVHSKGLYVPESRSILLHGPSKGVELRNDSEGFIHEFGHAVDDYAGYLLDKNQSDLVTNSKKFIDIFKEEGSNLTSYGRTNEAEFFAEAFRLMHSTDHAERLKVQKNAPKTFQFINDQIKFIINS
CCHFV vOTU inh: blocks the CCHF virus ovarian tumor domain protease. 0.55% of 370,000 active. CCHFV vOTU protease, Pep-AMC fluorescence. inhibition, % at 11.5 µM. AID 651958; in the data active means inhibition above about 30%; further: 0% = vehicle wells with enzyme and 100% = no enzyme wells
SSB-PriA inh: inhibitors of Klebsiella pneumoniae PriA binding to SSB C-terminal tail; inhibition, % at 33 µM; 0.6% of 430,000 active; AlphaScreen SSBct-PriA binding, biotinylated peptide; in the data active means inhibition mostly above about 37%, no sharp cut-off; inactive means mostly below about 20%;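 further: plate controls were negative control peptide for no effect and reference peptide for full effect; strong numbers were not always called active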
3CLpro inhibitor: SARS-CoV 3CLpro protease inhibition; inhibition, % at 6 µM; AID 1706; 0.14% of 290,000 active; recombinant SARS-CoV 3CLpro, quenched FRET peptide cleavage; in the data active means inhibition above about 12%
* marks the source's active call; other numbers are inactive results; i = inactive; ? = inconclusive; . = not tested or not shown; & = joins results of further samples; ! = not active in a repeat. Unless noted, no stated cut-off is given here; in the data, active means inhibition above about 30%; inconclusive means no clear call, values can overlap the other calls; inactive means below that.

SMILES | TcdB GH inh | BH1578 lux ind | BoNT A protease | DUSP3 inh | Yp Topo-I inh | PfHsp40 rescue | Anthrax LF inh2 | CCHFV vOTU inh | SSB-PriA inh | 3CLpro inhibitor
COC(=O)CC(NC(=O)c1ccc(C)cc1)c1ccccc1 (stereo unspecified) | 0.1 | i | -0.2 | 21 | -2 | -1.8 | 0 | -11 | -3 | 0
CSc1ncc(Sc2ccccc2)c(C(=O)O)n1 | 1.1 | i | -4.6 | . | 4 | -1.1 | 10 | 5 | -3 | .
Cc1c(CC(=O)O)c(=O)oc2c(C)c(OCc3c(F)cccc3Cl)ccc12 | 0.7 | i | 1.0 | 6 | 7 | -0.9 | 4 | -11 | -16 | 3
CCCCOc1ccc(C(=O)OCC(=O)N2CCOCC2)cc1 | -1.9 | -0.3 | 0.4 | 10 | -1 | -0.7 | 0 | 20 | -12 | 2
COc1ccc(NC(=O)N(C)C[C@H]2Oc3ccc(NC(=O)C4CC4)cc3C(=O)N([C@H](C)CO)C[C@@H]2C)cc1 | 0.3&0.4 | i | -0.5 | . | -2 | -1.4 | 4 | -3 | -18 | .
COC(=O)c1ccccc1NC(=O)c1ccc2c(c1)CC(C)O2 (stereo unspecified) | 1.2 | -0.3 | -1.1 | -11 | 3 | 0.8 | 11 | -1 | -24 | 2
Cn1cc([N+](=O)[O-])c(C(=O)Nc2nccs2)n1 | 0.0 | -0.2 | -0.1 | 11 | 2 | -1.1 | -2 | -5 | 5 | 3
COC(=O)C1=C(C)C(c2cccs2)NC(=O)N1C (stereo unspecified) | . | i | ? | -4 | -4 | -0.4 | -3 | -10 | -17 | 2
CCC(CC)COC(=O)C1=C(C)NC(=O)NC1c1cccc([N+](=O)[O-])c1 (stereo unspecified) | 0.8 | -0.4 | -3.7 | 16 | 13 | 0.2 | 7 | 7 | 4 | 1
COC(=O)N/N=C/c1cn(Cc2ccc(F)cc2)c2ccccc12 | 1.1 | -0.8 | -0.9 | 2 | 1 | 2.6 | 20 | 5 | i | 3
CCOC(=O)c1cc(=O)n(Cc2ccccc2C)c2ccccc12 | 1.3 | -0.2 | -0.3 | -4 | 38 | 11 | -1 | 12 | -36 | -3
C=CCn1c(SCC(=O)c2[nH]c(C)c(C(=O)OCC)c2C)nc2scc(-c3ccc(OC)cc3)c2c1=O | 1.1 | -0.4 | 0.2 | -2 | 18 | 0.2 | 2 | -5 | 10 | -1
Cc1ccc(S(=O)(=O)NCCN2CCOCC2)cc1C | -0.4 | -0.6 | -0.4 | -22 | -3 | 0.8 | -2 | -7 | -6 | -1
CC1CCCCC1NC(=O)CSc1nnc(COc2ccc(Cl)cc2)o1 (stereo unspecified) | 0.7 | -7.8 | -2.1 | 14 | 32 | -0.7 | -5 | -5 | 1 | 0
Cc1ccc(C2SCC(=O)N2Cc2cn3ccsc3n2)o1 (stereo unspecified) | . | -0.4 | -0.2 | -6 | -8 | 0.2 | -4 | 9 | -5 | -2
COC(=O)CCC/C=C1/SCC(NC(=O)c2ccccc2)C1=O (stereo unspecified) | . | 6.2 | -0.2 | 10 | 1 | -0.5 | -1 | 8 | -6 | -4
COc1ccc(Nc2cc(C)c3ccc(O)cc3n2)cc1 | 9.9 | i | -0.5 | 4 | -10 | -0.9 | -10 | 5 | 8 | -6
COc1ccc(OC)c(S(=O)(=O)N2CCC(C(=O)NCc3cccnc3)CC2)c1 | 1.9 | -0.2 | -2.9 | 26 | 5 | -0.6 | 7 | 4 | 7 | 3
O=C(N[C@H]1CCC(=O)N([C@H](CSc2ccccc2)Cc2ccccc2)CC1)OCc1ccccc1 | 0.9 | i | 0.0 | 36 | 4 | 3.5 | -8 | 11 | -24 | -6
CC(=O)Nc1ccccc1NS(=O)(=O)c1cccc([N+](=O)[O-])c1 | -0.4 | -0.3 | -0.5 | -5 | -4 | 0.1 | 1 | 11 | -10 | 3
COc1ccc(CN2CC[C@H]3C=CC[C@@H](C(=O)Nc4ccc(Cl)c(C(F)(F)F)c4)[C@H]3C2=O)cc1OC | 0.8 | -0.1 | -0.3 | . | 1 | 0.3 | -11 | 3 | -6 | .
CCn1c(SC(C)C(=O)NC2CCCC2)nc2cc(S(N)(=O)=O)ccc21 (stereo unspecified) | 1.0 | -0.4 | 0.5 | . | 7 | -1.0 | -3 | 8 | 3 | .
CCC(C)NC(=O)C1(N2C(=O)c3ccccc3C2=O)CCCC1 (stereo unspecified) | 2.4 | i | 0.0 | . | 0 | 0.3 | -4 | -12 | -9 | .
O=C(NCCCN1CCOCC1)c1cn(-c2ccccc2)nc1-c1cccs1 | . | -0.4 | 0.5 | 3 | 4 | -0.1 | 1 | 3 | -17 | 3
c1ccc(N2CC3CCc4ccccc4C3=N2)cc1 (stereo unspecified) | 0.3 | -0.7 | 0.0 | 36 | -9 | 11 | ? | -18 | -44 | 3

Single values from above.
`Cn1cc([N+](=O)[O-])c(C(=O)Nc2nccs2)n1` in DUSP3 inh shows 11
`O=C(N[C@H]1CCC(=O)N([C@H](CSc2ccccc2)Cc2ccccc2)CC1)OCc1ccccc1` in PfHsp40 rescue shows 3.5
`COC(=O)N/N=C/c1cn(Cc2ccc(F)cc2)c2ccccc12` in DUSP3 inh shows 2
`c1ccc(N2CC3CCc4ccccc4C3=N2)cc1` (stereo unspecified) in 3CLpro inhibitor shows 3
`COc1ccc(NC(=O)N(C)C[C@H]2Oc3ccc(NC(=O)C4CC4)cc3C(=O)N([C@H](C)CO)C[C@@H]2C)cc1` in Yp Topo-I inh shows -2

Back to the main list, starting two compounds before the break.
SMILES | TcdB GH inh | BH1578 lux ind | BoNT A protease | DUSP3 inh | Yp Topo-I inh | PfHsp40 rescue | Anthrax LF inh2 | CCHFV vOTU inh | SSB-PriA inh | 3CLpro inhibitor
O=C(NCCCN1CCOCC1)c1cn(-c2ccccc2)nc1-c1cccs1 | . | -0.4 | 0.5 | 3 | 4 | -0.1 | 1 | 3 | -17 | 3
c1ccc(N2CC3CCc4ccccc4C3=N2)cc1 (stereo unspecified) | 0.3 | -0.7 | 0.0 | 36 | -9 | 11 | ? | -18 | -44 | 3
COc1ccc(Cn2c(-c3ccccc3C)nc3c(c(=O)c4ccccc4n3C)c2=O)cc1 | 2.0 | i | -1.6 | . | 2 | -0.7 | 2 | -3 | -16 | .
O=c1cc(-c2ccccc2)c2cc3c(cc2[nH]1)OCCO3 | 1.0 | i | -0.7 | 22 | 18 | 0.4 | -1 | -28 | -11 | -2
CC(NC(=O)C(=O)N/N=C/c1ccccc1)c1ccccc1 (stereo unspecified) | 0.6 | -0.4 | 1.0 | 12 | 0 | -0.3 | 6 | 10 | . | 0
Cc1occc1C(=O)N1CCN(C(c2ccccc2)c2ccccc2)CC1 | . | i | -1.2 | -2 | 23 | -0.7 | -1 | 5 | 16 | -6
COc1ccc(OC)c(N2Cc3cc(C)c(C)cc3C2)c1 | 1.2 | -6.7 | 3.4 | -8 | -10 | 0.2 | -11 | -14 | 21 | -8
CCOC(=O)CN1C(=O)C2(OCCCO2)c2cc(Br)ccc21 | 1.2 | 0.8 | 3.0 | 59* | -2 | -1.5 | -6 | -10 | -7 | 1
Cc1c(C(=O)N2CCN(c3ccc(C(F)(F)F)cn3)CC2)oc2ccccc12 | . | -18 | 0.6 | -2 | -6 | 7.0 | -3 | 12 | -14 | 3
COCCCNC(=O)c1ccc(NS(C)(=O)=O)cc1 | . | 2.2 | -0.9 | 14 | -1 | -1.7 | -5 | 6 | -22 | -3
COc1ccc(OC)c(NC(=O)Cn2nc(C)c3ccccc3c2=O)c1 | -0.8 | i | -2.8 | -2 | -11 | 1.1 | -4 | -7 | -5 | -2
Cc1oc2ccc(O)c(CN3CCOCC3)c2c1C(C)O (stereo unspecified) | . | -0.2 | -0.3 | 4 | 1 | -1.1 | -4 | 2 | 1 | 0
COc1cc(NS(=O)(=O)c2ccc(NC(=S)NC(C)=O)cc2)nc(OC)n1 | -1.5 | -0.8 | 0.0 | . | 2 | . | 1 | 13 | -18&4 | .
Cc1ccc(S(=O)(=O)NC2=C(N3CCN(c4ccccc4F)CC3)C(=O)c3ccccc3C2=O)cc1 | -0.5 | i | 0.3&-0.4 | 34 | -6&1 | -1.6&0.7 | -9&-1 | 53*! | 65&3 | -3
COc1cc2c(cc1OC)CN(C(=O)Cc1c(F)cccc1Cl)CC2 | 0.1 | -0.6 | -1.5 | 26 | 2 | 1.5 | 0 | 8 | -9 | 0
O=C(Nc1ccccc1C(=O)NC(Cc1ccccc1)C(=O)NC1CCCCCC1)c1ccccc1 (stereo unspecified) | . | i | 0.4 | 27 | 16 | 0.2 | -2 | 2 | -2 | 4
COc1ccc(-c2c(-c3cc(OC)cc(OC)c3)n(C)c3ccc(-c4ccc(S(N)(=O)=O)cc4)cc23)cc1 | 0.8 | 0.5 | 0.0 | . | -2 | -0.7 | 0 | -19 | 10 | .
Cc1ccc(NC(=O)c2cncc(Br)c2)c([N+](=O)[O-])c1 | 1.5 | -1.0 | 0.0 | -2 | -2 | -0.7 | -3 | 7 | -2 | -2
CCOC(=O)N1CCN(C(=O)c2ccc(S(=O)(=O)NCc3ccco3)cc2)CC1 | 0.1 | i | 0.2 | 36 | -10 | -1.6 | -2 | -9 | 6 | 0
CC(C)[C@H](NC(=O)c1ccc(Cl)c([N+](=O)[O-])c1)C(=O)O | 0.6 | -0.8 | 0.6 | 21 | 11 | 1.0 | 6 | 12 | -4 | -1
COc1ccc(Cl)cc1NC(=O)C(C)N1CCN(c2ccccn2)CC1 (stereo unspecified) | 1.3 | 3.0 | -1.0 | 5 | 39 | 0.2 | 1 | -7 | -3 | -2
Cc1ccc2nc3c(c(C(=O)OCC(=O)NC4CCS(=O)(=O)C4)c2c1)CCCC3 (stereo unspecified) | 1.0 | -0.2 | -2.8 | 9 | 11 | 0.1 | -2 | 7 | -5 | 0
O=C(NCc1ccccc1)c1ccc2c(c1)OCCO2 | . | i | 0.7 | 6 | -5 | 3.2 | 3 | 4 | -16 | 2
Cc1ccc(CNC(=O)Nc2ccc(OC(F)(F)F)cc2)n1C | 0.2 | i | 1.7 | 13 | -5 | -1.1 | -12 | -14 | -6 | -3
Cc1csc(NC(=O)CSC2=NS(=O)(=O)c3cc(F)ccc3N2)n1 | 0.9 | -0.8 | 3.3 | . | -5 | -1.2 | -1 | -7 | -9&3 | .
CC(C(=O)Nc1ccccc1C(=O)N1CCOCC1)N(c1ccc(Cl)cc1)S(C)(=O)=O (stereo unspecified) | 0.4 | -0.3 | -0.6 | 14 | 10 | -0.7 | -2 | -7 | -4 | -3
NS(=O)(=O)c1cccc(NC(=O)COC(=O)CCSc2ccccc2)c1 | . | -1.0 | -1.4 | 7 | 0 | 3.5 | -4 | -14 | 9 | -1
CCN(C(=O)CN1CCN(S(=O)(=O)c2ccccc2C(F)(F)F)CC1)c1c(N)n(Cc2ccccc2)c(=O)[nH]c1=O | . | -0.2 | 0.1 | -10 | 14 | -1.0 | -1 | -12 | -1 | 1
COc1ccc(Cc2nc3ccc(C(=O)NCCc4ccncc4)cc3o2)cc1OC | 1.3 | -0.9 | 0.4 | -2 | -2 | -0.4 | 0 | 6 | -1 | 2
CCC1(c2ccccc2)NC(=S)N(c2cccc(C)c2C)N1 (stereo unspecified) | . | 0.0 | 0.4 | -12 | 2 | 0.9 | 1 | -5 | -6 | 6
CCCS(=O)(=O)NC(=O)C1(C)CCCN(C(=O)c2cc(F)cc(F)c2)C1 (stereo unspecified) | 0.4 | i | -0.2 | . | -1 | . | -4 | -15 | . | .
O=C(NCC1CCCO1)c1ccc(NC(=O)C2CC=CCC2C(=O)O)cc1 (stereo unspecified) | . | i | 1.0 | -14 | 2 | -0.9 | 4 | 4 | -4 | -1

An excerpt, so the mix of outcomes need not match the whole.
